14-3-3 Bad PPI: disrupts binding of bovine 14-3-3 zeta to phospho-Bad peptide. P63103. TR-FRET 14-3-3zeta/Dy647-pBad peptide displacement, 1 h. inhibition, % at 21.7 µM. 220,000 compounds, 0.71% hits. AID 781;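 active means inhibition above about 70%, limit read from the data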;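 further: 0% = full 14-3-3 plus peptide FRET controls and 100% = background without 14-3-3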
Target sequence (P63103 whole entry, looked up): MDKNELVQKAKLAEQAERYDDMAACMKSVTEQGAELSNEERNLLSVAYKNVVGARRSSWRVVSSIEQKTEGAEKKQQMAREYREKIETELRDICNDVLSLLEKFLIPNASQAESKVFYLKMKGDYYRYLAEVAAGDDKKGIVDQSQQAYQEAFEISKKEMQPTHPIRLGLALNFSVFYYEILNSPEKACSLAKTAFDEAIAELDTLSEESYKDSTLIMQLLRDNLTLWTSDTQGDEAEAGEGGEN
zfTRPN1 agonist: agonists of zebrafish TRPN1 channel; HEK293 zebrafish TRPN1-YFP, Fluo-8 calcium fluorescence; 100% = response to 87 µM carbachol; activation, % at 3 µM; 220,000 compounds, 0.18% hits; AID 1424;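 active means activation above its plate's cutoff, the mean activation of test wells on that plate plus 3 SD, cut at about 19% in these data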;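 further: 0% = DMSO alone and 100% = 87 µM carbachol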
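Material: zebrafish TRPN1-YFP in HEK293 cells; Doses: single test compound dose, 3 µM nominal, 0.3% DMSO; Timing: dye loading 1 h at 37 °C, then 30 min room temperature; Technique: intracellular calcium fluorescence with Fluo-8; Benchmarks: high carbachol 87 µM, low DMSO alone.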
PGE2 EP2 inh: EP2 receptor (human) inhibition; P43116; C6 glioma cells expressing human EP2, cAMP TR-FRET; cells stimulated with saturating PGE2; inhibition, % at 25 µM; 260,000 compounds, 0.52% hits; AID 1422;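 active means percent inhibition above 40 after rounding to a whole number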;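 further: rat C6 glioma host cells with rolipram phosphodiesterase inhibitor present; the protocol text gives 20 µM as final concentration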
PPC-1+TRAIL kill: PPC-1 cancer cell killing with TRAIL present. cell killing (% activity), % at 4 µM. AID 1443. PPC-1 cells + TRAIL, ATPLite viability luminescence. 220,000 compounds, 0.41% hits;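 active means cell killing above 50% in the first pass at 4 µM, then a duplicate retest at 5 µM averaging 50% or more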;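 further: plate controls were cells with TRAIL plus DMSO for no effect and medium-only wells lacking cells for full effect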
TRPML3 agonist: activates the human TRPML3 channel; Q8TDD5; HEK293 TRPML3-YFP, Fluo-8 calcium fluorescence; 100% = the carbachol control signal; activation, % at 3 µM; 220,000 compounds, 0.29% hits; AID 1448;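 active means activation above its plate's cutoff, the mean activation of the plate's test wells plus 3 SD, cut at about 12% in these data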;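 further: 0% = DMSO only wells and 100% = carbachol wells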
Target sequence (Q8TDD5 whole entry, looked up): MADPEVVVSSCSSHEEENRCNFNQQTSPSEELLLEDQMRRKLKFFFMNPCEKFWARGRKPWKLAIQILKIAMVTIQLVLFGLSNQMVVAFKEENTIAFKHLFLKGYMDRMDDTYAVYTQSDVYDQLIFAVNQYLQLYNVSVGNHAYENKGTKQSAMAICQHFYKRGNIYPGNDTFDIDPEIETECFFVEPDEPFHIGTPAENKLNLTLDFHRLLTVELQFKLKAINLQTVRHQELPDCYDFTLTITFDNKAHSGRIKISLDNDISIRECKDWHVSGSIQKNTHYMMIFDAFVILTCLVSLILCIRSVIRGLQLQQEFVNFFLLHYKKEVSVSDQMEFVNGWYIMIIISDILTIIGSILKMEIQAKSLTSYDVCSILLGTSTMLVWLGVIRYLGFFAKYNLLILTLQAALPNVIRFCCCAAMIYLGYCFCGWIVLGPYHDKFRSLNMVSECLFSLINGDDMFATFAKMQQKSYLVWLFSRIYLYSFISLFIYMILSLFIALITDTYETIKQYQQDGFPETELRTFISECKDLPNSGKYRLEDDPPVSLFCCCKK
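Test system: TRPML3-YFP stable HEK293 cells. Doses: single point at 3 µM. Incubation: dye loading 1 h 37 °C then 30 min ambient, 125 s read. Signal: Fluo-8 calcium dye fluorescence, ex 470-495, em 515-575 nm. Measure: percent activation from peak-to-basal fluorescence ratio, scaled between DMSO and carbachol.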
NPY-Y1 PAM-ag: human NPY-Y1 potentiation or agonism, primary screen; activation, % at 3.6 µM; 220,000 compounds, 0.37% hits; NPY-Y1 expressing cells, potentiator/agonist activation; in the data active means activation above about 33%, passing the limit was not always enough;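 further: cells stimulated with NPY at EC10 then isoproterenol at EC100; 0% = low agonist plus stimulus and 100% = saturating agonist plus stimulus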
EP2 modulator: modulates human prostaglandin E2 receptor EP2 signaling. P43116. EP2-expressing cells, cAMP HTRF FRET, PGE2 co-stimulation. induction, % at 25 µM. 260,000 compounds, 0.83% hits. AID 940;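 active means compounds whose cAMP rise, as percent of the full-agonist control response, exceeds 60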;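 further: rat C6 glioma line stably carrying human EP2 under a CMV promoter; the protocol text gives 20 µM as final concentration; 100% = response of wells given 1 µM PGE2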
CHOP inh: inhibitors of CHOP induction in ER stress response; CHO-K1 CHOP-promoter luciferase, tunicamycin-induced, 15-18 h; inhibition, % at 10 µM; AID 2732; 220,000 compounds, 3.8% hits;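 active means compounds that reduced the stress-induced luciferase reporter signal by more than about 70% of percent inhibition, limit read from the data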;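 further: 0% = tunicamycin plus vehicle and 100% = wells without tunicamycin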
NPY-Y1 antag: blocks the human neuropeptide Y Y1 receptor; P25929; HEK293-CNG Y1 cells, membrane potential fluorescence; NPY at EC95, then isoproterenol; inhibition, % at 3.6 µM; 200,000 compounds, 1% hits; AID 1040;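 active means inhibition above the campaign mean inhibition of all tested compounds plus 3 SD, cut at about 20% in these data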;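 further: 0% = DMSO wells given NPY plus isoproterenol and 100% = isoproterenol alone without NPY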
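Material: HEK293 cells co-expressing NPY Y1 receptor and cyclic-nucleotide gated channel. Timing: compound incubation 1 h at room temperature, readout 45 min post-stimulation. Signal: fluorescence, membrane potential probe.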
Active calls of the source: *; / = not tested or not shown; & = joins results of further samples; [ ] = dose if it differs, or a comment. The list is partial (hit frequency here may not be typical).

SMILES | 14-3-3 Bad PPI | zfTRPN1 agonist | PGE2 EP2 inh | PPC-1+TRAIL kill | TRPML3 agonist | NPY-Y1 PAM-ag | EP2 modulator | CHOP inh | NPY-Y1 antag
CN1C(=O)CC(C(=O)O)SC1=Nc1cc(Cl)c(O)c(Cl)c1 (configuration not stated) | 1 | 5.6 | 6 | 9 | 0.1 | -20 | 8 | 2 | 7
Cc1ccc(NC(=O)CS(=O)CC(=O)N(c2ccc(C)cc2)C(C)C(=O)NC2CCCCC2)cc1 (configuration not stated) | -11[fluorescence artefact?] | -1.0 | 3 | 44 | -0.9 | -4 | 27 | 31 | 4
Cc1cccc2cc3c(N)c(C(=O)N4CCCc5ccccc54)sc3nc12 | -17 | -0.8 | 13 | 5 | 0.7 | -2 | 37 | 10 | 5
O=C(COc1ccc([N+](=O)[O-])cc1Cl)NCCc1ccccc1 | -11 | -1.7 | 9 | 17 | -0.4 | -38 | -21 | 27 | 16
N#Cc1cccc(NC(=O)CC2CCCCC2)c1 | -7 | 0.2 | -2 | -4 | 0.6 | -5 | -12 | 36 | 5
Cc1cc(C)[n+](C)n1CC(O)Cn1c2ccccc2c2ccccc21 (configuration not stated) | 12 | 0.8 | 12 | 14 | -0.2 | 5 | 18 | 3 | 0
CC(=O)c1cccc(NC(=S)NCCc2ccc(Cl)cc2)c1 | -15 | 6.6 | 3 | 0 | 5.2 | 11 | -54 | 7 | -2
O=C(Nc1ccc(CN2CCS(=O)(=O)CC2)cc1)c1ccccc1 | 1 | 2.0 | 11 | 1 | 1.1 | 2 | -3 | 10 | /
COc1ccc(NC(=S)NC2CCCCC2)cn1 | -9 | -1.1 | 3 | -1 | 0.1 | 20 | -39 | -23 | 3
c1ccc(-c2nc(-c3ccncc3)n[nH]2)nc1 | -9 | 1.9 | 12 | 0 | -0.3 | 12 | 9 | 2 | /
Cc1cc(C)nc(/N=C(/NC(=O)Nc2ccc(Cl)c(Cl)c2)Nc2cccc(Cl)c2)n1 | 14 | 0.8 | 8 | 4 | -0.1 | -1 | 4 | 1 | 6
COC(=O)c1cc(NC(=S)N2CCN(c3ccccn3)CC2)cc(C(=O)OC)c1 | -1 | -1.7 | 3 | 15 | -0.2 | -22 | 4 | 8 | 1
CCOC(=O)C1=C(CNCCc2ccc(Cl)cc2)NC(=O)NC1c1ccc2c(c1)OCO2 (configuration not stated) | -7 | -1.6 | 6 | 8 | -1.1 | -14 | 41 | 54 | -1
Oc1ccc(/C(Cc2ccccn2)=N\Nc2ccccc2)c(O)c1 | -24 | -0.1 | 10 | -6 | 0.1 | 3 | 58 | 5 | -6
CCOC(=O)C1CCN(c2ncnc3c2oc2ccc(Cl)cc23)CC1 | -8 | 2.6 | 15 | 0 | 0.1 | -61 | -34 | 42 | 18
CCOC(=O)N1CCN(C(=O)/C(=C/c2cccc3ccccc23)NC(=O)c2ccc(OC)c(OC)c2)CC1 | 0 | 0.0 | 15 | 21 | 0.7 | -16 | 35 | 16 | 3
O=C(Nc1ccccc1)c1ccccc1NC(=O)C1CCCCC1 | 7 | -3.0 | 10 | -10 | 0.5 | 2 | 23 | 68 | -2
COc1ccc(-n2cc(CN(C)C(C)c3ccncn3)c(-c3cccc(F)c3)n2)cc1 (configuration not stated) | -1 | -0.1 | 3 | -3 | 0.1 | -12 | 31 | 9 | -1
O=c1oc(Nc2cccc(Cl)c2)nc2ccccc12 | -15 | -1.4 | 10 | 3 | -0.2 | 0 | -23 | -32 | 0
CCOc1ccc(N=C2NC(=O)C(CC(=O)Nc3ccccc3)S2)cc1 (configuration not stated) | -7 | 0.1 | 3 | -7 | -0.7 | 5 | -14 | 28 | -4
O=C1C(=Cc2cccs2)C(=O)c2ccccc21 | -21 | 2.4 | 15&17 | -1 | 1.0 | -33 | -140&-96 | 27 | -3
Cc1ccc(NC(=O)c2ccncc2)cc1[N+](=O)[O-] | 0 | -1.6 | 6 | 7 | -0.1 | -10 | 17 | 3 | -3
Cc1[nH]c2ccccc2c1C(O)CN1CCC2(CC1)OCCO2 (configuration not stated) | -11 | 1.6 | 16 | 4 | -0.7 | 15 | 0 | -7 | /
c1cncc(-c2nnc3n2CCC3)c1 | 1[fluorescence artefact?] | 2.4 | 9 | -2 | 0.9 | 6 | 12 | 0 | 0
CCC(C)N1CCN(C(=O)c2cccs2)CC1 (configuration not stated) | 70* | 0.5 | 9 | / | -0.1 | 3 | 14 | 12 | 0
The list continues.
SMILES | 14-3-3 Bad PPI | zfTRPN1 agonist | PGE2 EP2 inh | PPC-1+TRAIL kill | TRPML3 agonist | NPY-Y1 PAM-ag | EP2 modulator | CHOP inh | NPY-Y1 antag
CCN(CC)CC#CCC(O)(c1ccccc1)c1ccc(Br)cc1 (configuration not stated) | 5 | 0.5 | 15 | 16 | 0.9 | -3 | 3 | 19 | 14
O=C(N/N=C/C=C/c1ccccc1[N+](=O)[O-])c1cccs1 | 1[fluorescence artefact?] | 0.9 | 19 | -22 | 0.5 | -7 | 3 | 26 | 3
CCCCN(C(=O)Cc1cccc(F)c1)c1c(N)n(CCC)c(=O)[nH]c1=O | 1 | -0.6 | 2 | -10 | 0.7 | 3 | 0 | -4 | 2
CN1CCN(C(=O)c2ccc3c(=O)n(-c4ccc(F)cc4)c(=S)[nH]c3c2)CC1 | -1 | 1.0 | 5 | 15 | 0.8 | -6 | 1 | -11 | 4
O=C(CN1CC[n+]2c(-c3ccccc3)csc21)c1ccc(Br)cc1 | -4 | 0.2 | 5 | 3 | 0.8 | -4 | 9 | 57 | /
CC1C=CCC2C(=O)N(c3ccccc3OC(=O)c3cccs3)C(=O)C12 (configuration not stated) | -11 | 0.8 | 7 | -5 | 0.6 | 6 | 40 | -3 | 4
O=C1C2C(C(=O)N1c1nccs1)C1C=CC2C12CC2 (configuration not stated) | 1 | -0.5 | 4 | 5 | 0.9 | -3 | 25 | 6 | 0
Cc1nnsc1C(=O)NC(C)C12CC3CC(CC(C3)C1)C2 (configuration not stated) | -4 | -1.1 | 15 | -10 | -0.9 | 0 | 15 | 65 | -1
CCCN(CCC)CCNc1c(NC2CCN(C(=O)OCC)CC2)c(=O)c1=O | 8[fluorescence artefact?] | 0.6 | 6 | 8 | 0.5 | 0 | 4 | 12 | 3
COc1ccc(/C=C(/C(=O)Nc2ccccc2C(=O)N2CCCC2)c2ccccc2)cc1 | 31 | -1.6 | 3 | -2 | 0.1 | -4 | -4 | 7 | 1
Cc1ccc(-c2csc(N=C(N)N)n2)c(C)c1 | -8 | -1.3 | 21 | -5 | 1.2 | -14 | -22 | 33 | /
CC(C)C(c1nnnn1CCc1ccccc1)N1CCN(C(=O)c2ccco2)CC1 (configuration not stated) | 12 | 0.9 | 6 | -16 | 0.8 | -19 | -6 | -8 | 6
CCCOc1ccc(C(NC(=O)CC(C)C)NC(=O)CC(C)C)cc1OC | -2 | 0.8 | 14 | 27 | -0.1 | -9 | 18 | -5 | 3
CCCSC1=C(C#N)C(c2cccs2)CC(=O)N1 (configuration not stated) | -4 | 0.9 | 9 | 14 | -0.7 | -2 | -10 | 30 | /
CC(=O)/C=C1/SC(CC(=O)O)C(=O)N1c1ccccc1 (configuration not stated) | 7 | -0.3 | 9 | -10 | 0.9 | -13 | 22 | -10 | 3
Clc1ccc(-c2nc(C3CCCCC3)no2)cc1 | -19 | 0.7 | 8 | 22 | 1.0 | 8 | 20 | -19 | 10
CCCNC(=O)CSc1nc2ccccc2c(=O)n1CCC | 9 | -1.0 | 4 | 8 | -0.7 | -24 | 8 | -7 | 16
O=C(C1CC1)N1CCc2cc(Br)cc(S(=O)(=O)NCCN3CCOCC3)c21 | -5 | -1.0 | 10 | 10 | -0.1 | -16 | -2 | -6 | -1
CN(C)S(=O)(=O)c1cccc(NC(=O)COC(=O)CCOc2ccccc2)c1 | -7 | 3.5 | 6 | 17 | 0.1 | -3 | 12 | 25 | 7
Clc1ccc(-c2ccnc(-n3cccc3)n2)s1 | -10 | 0.0 | 6 | 8 | -0.1 | 11 | 3 | 4 | 0
CCCCc1ccc(NC(=O)c2ccc(NS(C)(=O)=O)cc2)cc1 | -3 | 0.6 | 4 | 3 | 0.3 | -13 | 16 | -20 | -2
CC1CCN(C(=O)c2cccc(S(=O)(=O)N3CCCCC3)c2)CC1 | 3 | -1.4 | 6 | 10 | 0.7 | 3 | -10 | 15 | 2
COc1ccc(/C=C/C(=O)c2ccc(Cl)s2)cc1O | -14[fluorescence artefact?] | -0.9 | 7 | 0 | 0.2 | 11 | -29 | 85* | -4
Cc1nn(C)c(C)c1N1C(=O)c2cccc3c(Br)ccc(c23)C1=O | -11 | 3.1 | 24 | 13 | 0.4 | -3 | 15 | -20 | 7
O=C(c1ccc(Cl)cc1)C1CCCN(Cc2cccn2-c2cccnc2)C1 (configuration not stated) | 5 | -0.6 | 6 | / | 0.4 | -9 | -43 | 45 | 13
(continued)
SMILES | 14-3-3 Bad PPI | zfTRPN1 agonist | PGE2 EP2 inh | PPC-1+TRAIL kill | TRPML3 agonist | NPY-Y1 PAM-ag | EP2 modulator | CHOP inh | NPY-Y1 antag
CC1(C)CC(O)C(CCC(O)c2ccccc2)C(C)(C)N1 (configuration not stated) | 6[fluorescence artefact?] | 1.9 | 14 | 7 | 1.4 | 12 | -1 | -41 | -1
CCOc1ccc(NC(=O)CNC(=O)c2cn(-c3ccccc3OC)c(=O)c3ccccc23)cc1 | -7 | -0.4 | 15 | -9 | 0.7 | -14 | -7 | 30 | -2
O=c1c2ccccc2c(C=Nc2ccc(O)cc2)c(O)n1Cc1ccccc1 | 2 | 1.0 | 7 | -1 | -0.3 | -5 | 42 | 93* | /
CN1CCN(c2ccc([N+](=O)[O-])cc2C(=O)N2CCCCC2)CC1 | 0 | 0.0 | 11 | 12 | 0.4 | 7 | 9 | 8 | 6
CCC(C)(C)n1nnnc1C(c1cccnc1)N1CCC(Cc2ccccc2)CC1 (configuration not stated) | -7 | 0.9 | 6 | / | 0.5 | -14 | -31 | 16 | 3
C=CCNC(=O)c1ccccc1NC(=O)Nc1ccccc1 | -1 | 0.7 | 12 | 17 | -0.1 | 8 | -2 | 15 | 5

Screening data as filed in PubChem.
